HSP90 inh – HSP90 refolding inhibition in rabbit reticulocyte lysate | luciferase refolding luminescence, 3 h | inhibition, % at 5.6 µM | hit rate 0.91% among 290,000;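 active = inhibition above the screen-wide mean plus 3 SD, computed separately per campaign, cut at about 16% in these data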;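 note: 0% = DMSO wells and 100% = 60 µM geldanamycin wells; inhibitors lower the luminescence because luciferase stays unfolded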
KLF5 inh – inhibitors of KLF5 expression; DLD-1 KLF5 promoter-luciferase reporter, luminescence; hit rate 0.23% among 290,000; AID 1700; inhibition, % at 5 µM;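 active = inhibition above a per-plate limit of that plate's mean compound inhibition plus 3 SD, cut at about 60% in these data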;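 note: 0% = DMSO wells and 100% = LY294002 at 200 µM; higher means less KLF5 promoter-driven luciferase light; inactives centre near -14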
Platelet DG rel – modulates dense granule release in human platelets; AID 1663; human platelet-rich plasma, SFLLRN dense granule ATP release, luminescence; inhibition, %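 (compounds screened at 7.5 µM in platelet-rich plasma)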; hit rate 0.22% among 300,000;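 active = mean replicate score, as percent of positive control, at or above 50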
HSF-1 act – increases HSF-1 driven luciferase reporter signal | NIH3T3-HGL HSF-1 luciferase reporter, MG132, 8 h; 100% = twice DMSO control signal | activation, % at 9 µM | hit rate 1.7% among 300,000 | AID 504408;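 active = mean replicate activation of at least 50% with a set share of replicates each reaching 50%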;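 note: 0% = median of the neutral control wells and 100% = twice that signal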
aSyn 5UTR inh – MLPCN primary screen, SNCA 5' untranslated region | inhibition, % (tested at 7.5 µM) | alpha-synuclein 5'UTR reporter, inhibitor activity | hit rate 0.82% among 300,000; in the data active = inhibition above about 60%;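 note: H4 neuroglioblastoma cells stably carrying SNCA 5'UTR luciferase fusion; 0% = DMSO wells and 100% = positive control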
GSK3beta inhib – inhibitors of human GSK3beta kinase; GST-GSK3beta kinase, ADP-Glo luminescence, 60 min; active compounds read low; activity score (negative = inhibition), % at 10 µM; hit rate 0.038% among 300,000; AID 2097;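 active = more than half of replicate wells score below -50%, meaning over 50% inhibition versus plate controls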;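 note: 0% = median DMSO wells and -100% = median GW8510 positive control wells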
Target sequence (P49841 whole entry, looked up): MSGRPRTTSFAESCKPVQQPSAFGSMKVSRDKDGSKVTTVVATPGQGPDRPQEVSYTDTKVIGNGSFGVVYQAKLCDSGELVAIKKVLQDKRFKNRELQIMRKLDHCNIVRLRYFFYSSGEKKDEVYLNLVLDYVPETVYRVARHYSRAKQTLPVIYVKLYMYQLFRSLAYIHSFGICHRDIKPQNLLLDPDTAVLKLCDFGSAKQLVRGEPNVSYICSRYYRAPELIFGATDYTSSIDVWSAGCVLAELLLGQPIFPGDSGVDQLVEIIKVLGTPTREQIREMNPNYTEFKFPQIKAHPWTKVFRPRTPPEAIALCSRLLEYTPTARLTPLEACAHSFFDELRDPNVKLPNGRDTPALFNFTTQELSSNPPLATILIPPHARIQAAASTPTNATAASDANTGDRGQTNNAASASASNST
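Test system: GST-fused GSK3beta enzyme, cell-free | Quantity: 1.6 ng GST-GSK3beta enzyme per well | Reagent: 25 µM ATP with peptide substrate | Schedule: 60 min enzyme reaction, room temperature | Signal: Luminescent ADP-Glo measurement of ADP formed | Read-out basis: Score relative to plate controls | Control set: DMSO and 20 µM GW8510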
GSK3 alpha inh – human GSK-3 alpha kinase inhibition. P49840. ADP-Glo luminescence, 60 min. inhibition, % at 10 µM. hit rate 0.1% among 320,000. AID 2650;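 in the data active = inhibition above about 50%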;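 note: GST-tagged GSK-3 alpha with peptide substrate and 25 µM ATP; 0% = DMSO neutral wells and 100% = GW8510 positive control wells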
Target sequence (P49840 whole entry, looked up): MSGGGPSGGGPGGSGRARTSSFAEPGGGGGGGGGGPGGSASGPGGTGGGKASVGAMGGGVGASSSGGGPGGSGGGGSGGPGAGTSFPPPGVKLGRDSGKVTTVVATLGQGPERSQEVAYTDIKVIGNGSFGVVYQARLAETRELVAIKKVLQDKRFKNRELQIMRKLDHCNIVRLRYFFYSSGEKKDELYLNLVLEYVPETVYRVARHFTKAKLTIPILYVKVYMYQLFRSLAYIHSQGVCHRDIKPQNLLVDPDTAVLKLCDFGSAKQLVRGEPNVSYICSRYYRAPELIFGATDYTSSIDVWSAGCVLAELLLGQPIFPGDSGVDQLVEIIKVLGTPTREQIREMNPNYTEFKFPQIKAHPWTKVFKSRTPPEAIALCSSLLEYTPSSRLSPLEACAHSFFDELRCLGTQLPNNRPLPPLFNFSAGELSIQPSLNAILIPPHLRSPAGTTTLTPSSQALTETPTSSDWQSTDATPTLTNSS
HSF1 inhib – HSF1 inhibition. NIH3T3-HGL HSE-luciferase, MG132-induced, luminescence 8 h; active compounds read low. activity change, negative = inhibition, % at 7.5 µM (by protocol). hit rate 0.77% among 300,000. AID 2098;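 active = more than half of replicate wells show activity change below -50%, luminescence cut by over half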;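 note: luciferase reports HSF-1 transcriptional activity via heat shock element; 0% = median of DMSO wells and -100% = zero luminescence signal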
IEC-6 tox – kills IEC-6 intestinal cells in KLF5 counter-screen | IEC-6 cytotoxicity, luminescence viability | inhibition, % at 5 µM | hit rate 0.78% among 290,000 | AID 1825; in the data active = inhibition above about 22%;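 note: 0% = plate median of test compound wells and 100% = cytotoxic reference compound wells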
DYRK1A inh – blocks rat Dyrk1A kinase activity; Q63470; ADP-Glo luminescence, NFATc1 peptide; inhibition, % at 12.5 µM; hit rate 0.43% among 310,000; in the data active = inhibition above about 50%;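 note: plate controls were vehicle with enzyme for no effect and no enzyme for full effect; many of its hits are not listed in these tables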
* = called active by the depositor; . = not tested or not shown. The list is partial. The share of hits here may be higher or lower than overall.

SMILES	HSP90 inh	KLF5 inh	Platelet DG rel	HSF-1 act	aSyn 5UTR inh	GSK3beta inhib	GSK3 alpha inh	HSF1 inhib	IEC-6 tox	DYRK1A inh
CCOC(=O)CSc1nc(C(C)C)nc2ccccc12	-2	-18	3	5	-7	3	0	8	5	2
Nc1cc(=O)[nH]c(SCC(=O)Nc2cccc(Cl)c2)n1	9	-11	1	-6	3	2	1	-4	-1	-8
COc1ccc(S(=O)(=O)N2CCN(c3ncccn3)CC2)cc1	.	.	-2	8	6	2	0	0	.	-2
O=C(CCCN1C(=O)c2cccc3cccc(c23)C1=O)N1CCN(c2ccccn2)CC1	3	3	-16	30	16	3	-1	4	6	-3
O=C(c1cccc(C(F)(F)F)c1)N1CCOc2ccccc21	7	-11	-3	12	4	-1	1	-2	2	-2
COC(=O)/C(=C/c1cccc([N+](=O)[O-])c1)NC(=O)c1ccc(OC)cc1	1	-43	10	49	-216	1	-1	2	0	-1
COC(=O)C(C)n1nc(C)n(-c2ccc(C)cc2)c1=O (stereo not drawn)	0	16	-2	14	-11	0	0	-3	-1	2
CC(=O)c1cc(C#N)c(SCC(=O)OC(C)(C)C)nc1C	-1	-6	-23	2	-116	5	-2	2	2	.
CC(C)(CC(=O)O)CC(=O)O	-4	13	-2	6	8	-2	-3	-5	1	12
O=c1c2[nH]cnc2n(-c2ccccc2)c(=O)n1Cc1ccccc1	1	-2	4	-6	42	1	-1	-7	-2	-4
CC(NC(=O)C(=O)N/N=C\c1ccc([N+](=O)[O-])cc1)c1ccccc1 (stereo not drawn)	-5	-31	-1	20	15	1	1	-4	-8	3
CCOc1ccc(OCCCCNCCN)cc1	0	9	4	-1	-4	3	0	-4	-3	.
CCN(CC)c1ccc(S(=O)(=O)N2CCOCC2)cc1NC(=O)CSC(=S)N1CCCC1	5	-25	-32	25	10	-2	1	7	-3	-12
COC(=O)c1c(-c2ccc(C)cc2)csc1NC(=O)C1CC=CCC1C(=O)O (stereo not drawn)	4	-14	-2	13	-32	0	-4	5	9	2
O=C(NNc1cc(N2CCCC2)nc(N2CCCC2)n1)c1ccc([N+](=O)[O-])cc1	-1	-20	-8	25	-3	0	-3	17	-2	2
CCNC(=O)C1CC(=O)OC12CCCCC2 (stereo not drawn)	1	-11	2	18	11	3	-2	-9	2	-2
COc1ccc(N2CC(C(=O)Nc3c4c(nn3-c3ccc(OC)cc3)CS(=O)(=O)C4)CC2=O)cc1 (stereo not drawn)	-2	-8	-3	10	11	-6	-3	0	3	1
O=C(NNC(=O)c1ccccc1-n1cccc1)c1ccc(Cl)c(Cl)c1	-2	-45	2	1	2	-2	-1	12	-3	-10
CN(CCN1CCOCC1)C(=O)c1cc(COc2ccc(F)c(F)c2)on1	-2	-27	-2	21	-24	1	1	12	-10	-3
O=C(NCC1OCCc2ccccc21)C1COc2ccccc2O1 (stereo not drawn)	2	-28	3	.	29	0	0	.	0	10
CC(=O)C1=C(O)C(=O)N(C)C1c1ccccc1F (stereo not drawn)	2	-10	9	-1	-8	2	-1	-5	4	3
Cn1c(=O)c2c(nc(NN=C3CCCCC3)n2C)n(C)c1=O	3	1	5	-11	6	-1	-2	-11	0	6
CC(=O)NS(=O)(=O)c1ccc(NC(=O)CSc2ccccc2)cc1	0	-24	-3	-12	-3	3	-1	1	10	3
CCN(CC(=O)NC1CCCCCC1)S(=O)(=O)c1ccccc1	2	-13	1	-3	-11	3	-4	-2	-5	-3

An excerpt of these results, with values under each structure:
Each structure is followed by: HSP90 inh	KLF5 inh	Platelet DG rel	HSF-1 act	aSyn 5UTR inh	GSK3beta inhib	GSK3 alpha inh	HSF1 inhib	IEC-6 tox	DYRK1A inh
> O=C(NNC(=O)c1ccccc1-n1cccc1)c1ccc(Cl)c(Cl)c1
 : -2	-45	2	1	2	-2	-1	12	-3	-10
> CN(CCN1CCOCC1)C(=O)c1cc(COc2ccc(F)c(F)c2)on1
 : -2	-27	-2	21	-24	1	1	12	-10	-3
> O=C(NCC1OCCc2ccccc21)C1COc2ccccc2O1 (stereo not drawn)
 : 2	-28	3	.	29	0	0	.	0	10

Returning to the listing, starting 4 compounds before the break.
SMILES	HSP90 inh	KLF5 inh	Platelet DG rel	HSF-1 act	aSyn 5UTR inh	GSK3beta inhib	GSK3 alpha inh	HSF1 inhib	IEC-6 tox	DYRK1A inh
CC(=O)C1=C(O)C(=O)N(C)C1c1ccccc1F (stereo not drawn)	2	-10	9	-1	-8	2	-1	-5	4	3
Cn1c(=O)c2c(nc(NN=C3CCCCC3)n2C)n(C)c1=O	3	1	5	-11	6	-1	-2	-11	0	6
CC(=O)NS(=O)(=O)c1ccc(NC(=O)CSc2ccccc2)cc1	0	-24	-3	-12	-3	3	-1	1	10	3
CCN(CC(=O)NC1CCCCCC1)S(=O)(=O)c1ccccc1	2	-13	1	-3	-11	3	-4	-2	-5	-3
O=C(Nc1cccc(-c2ccc(N3CCOCC3)nn2)c1)c1ccccc1Cl	.	.	24	28	-110	2	-1	20	.	9
COC(=O)c1cc(=O)nc2sc3cc(OC)ccc3n12	8	-9	0	26	6	1	0	-7	-3	18
CCOC(=O)CNC(=O)N1CCc2ccc(NC(=O)c3ccccc3Cl)cc2C1	0	-32	-20	4	-15	0	-3	-6	2	2
CCCCN(C(=O)NCCCCCCNC(=O)N(CCCC)C1CCS(=O)(=O)C1)C1CCS(=O)(=O)C1 (stereo not drawn)	-8	-9	8	2	22	-8	0	1	-4	.
CCC1CCCCN1C(=O)CCc1nnc(Cc2cc(OC)ccc2OC)o1 (stereo not drawn)	3	-6	6	6	-58	2	-4	7	-4	3
COc1ccc(NC(=O)CSCC(=O)Nc2cccc(S(=O)(=O)N3CCCCCC3)c2)cc1	.	.	-2	13	-6	-2	-4	5	.	-6
Cc1ccccc1N1CCN(CCC(=O)Nc2ccc(F)cc2)CC1	4	-12	-1	-8	-1	-2	-1	8	5	.
CSc1nc(Oc2ccc(F)cc2F)cc(C(F)(F)F)n1	0	-34	1	-11	17	0	-2	-5	2	3
COc1ccccc1-c1c(NC(=O)c2ccco2)n(C)c2ccccc2c1=O	4	-8	-5	8	-9	2	-1	-8	-7	.
CC(C)N(Cc1ccccc1)C(=O)CN1C(=O)NC(Cc2ccccc2)(c2ccccc2)C1=O (stereo not drawn)	3	-20	-12	10	11	3	-2	11	-7	-3
Cc1ccc(C)c(-n2c(SCC(=O)NCC3CCCO3)nnc2-c2ccoc2C)c1 (stereo not drawn)	-2	-1	2	-7	-8	-1	0	12	-1	2
Cn1c(=O)n(C)c2cc(C(=O)Nc3ccc4c(c3)OCO4)ccc21	4	1	3	18	-191	2	-2	16	6	7

Quoted from the listing:
GSK3 alpha inh with `O=C(Nc1cccc(-c2ccc(N3CCOCC3)nn2)c1)c1ccccc1Cl` reads -1
HSF1 inhib with `COC(=O)c1cc(=O)nc2sc3cc(OC)ccc3n12` reads -7

Additional structures
SMILES	HSP90 inh	KLF5 inh	Platelet DG rel	HSF-1 act	aSyn 5UTR inh	GSK3beta inhib	GSK3 alpha inh	HSF1 inhib	IEC-6 tox	DYRK1A inh
COCCC(=O)NC1CCCc2c1cnn2-c1cccc(C)c1C (stereo not drawn)	-3	-34	-1	6	3	-5	0	-8	-9	4
COc1cccc(NC(=O)C2CCN(S(=O)(=O)c3ccc4c(c3)NC(=O)CO4)CC2)c1	6	-8	-1	17	-5	-5	.	-3	6	2
Cc1cc(C)c2nc(N3CCC(C(=O)N4CCN(C(=O)c5ccco5)CC4)CC3)sc2c1	4	-22	-8	2	14	3	0	0	9	-3
Cc1ccc(NC(=O)CSc2nc(O)c(Cc3ccccc3)c(=O)n2-c2ccccc2)cc1	6	-36	9	5	-17	1	-2	-3	-2	4
Fc1ccc(-c2ccc(CNCc3ccccn3)o2)cc1	0	-55	-4	-5	-91	2	-6	19	-2	7
NC(=O)CCc1nc2cc(C(F)(F)F)ccc2n(Cc2ccccc2)c1=O	0	-2	-5	-7	-1	2	-2	-2	-2	7
COc1ccc2cc(CCC(C)=O)ccc2c1	-2	-103	-5	30	-126	1	-3	18	-6	-7
CCOC(=O)c1c(C)[n+](-c2ccc(C)cc2)c(CC)c2cc(OC)c(OC)cc12	-1	-1	-8	6	-5	2	0	-8	-4	-3
CCOC(=O)c1c(NC(=O)COC)sc(C)c1C	3	-3	5	-8	13	-1	-4	-4	6	-3
CCOc1ccccc1NC(=S)N1CCCCCC1	-7	-29	-8	10	11	2	1	8	-3	5
N/C(=N\OC(=O)C1CCCCC1)c1cccnc1	-2	-13	-4	7	-35	1	-1	-2	-3	4
CCN1CCN(c2nc3sc4c(c3c(=O)n2-c2ccc(OC)cc2)CCCCC4)CC1	5	6	-13	7	-28	10	3	-1	13	-1

Quoted at random: 2 records from the list.
SMILES	HSP90 inh	KLF5 inh	Platelet DG rel	HSF-1 act	aSyn 5UTR inh	GSK3beta inhib	GSK3 alpha inh	HSF1 inhib	IEC-6 tox	DYRK1A inh
COc1ccc2cc(CCC(C)=O)ccc2c1	-2	-103	-5	30	-126	1	-3	18	-6	-7
CCOc1ccccc1NC(=S)N1CCCCCC1	-7	-29	-8	10	11	2	1	8	-3	5

The listing continues:
SMILES	HSP90 inh	KLF5 inh	Platelet DG rel	HSF-1 act	aSyn 5UTR inh	GSK3beta inhib	GSK3 alpha inh	HSF1 inhib	IEC-6 tox	DYRK1A inh
COc1ccccc1N1CCN(C(=O)C(=O)c2c(C)n(C)c3ccccc23)CC1	2	-15	-12	-11	19	2	-4	4	7	-5
COC(=O)CNC(=O)CNC(=O)Nc1ccccc1	-1	-12	-1	-9	-6	-1	-2	-11	-6	20
C#CCN(C)Cc1ccccc1	6	-5	-3	-3	4	3	-3	-4	6	-6
COCCCNC(=O)c1cc(Nc2ccc(OC)cc2OC)nc2ccccc12	1	-13	1	5	1	-3	-1	2	-8	-1
COc1cccc(NC(=O)CSc2nnc3ccc(-c4ccccn4)nn23)c1	.	.	-4	20	13	2	.	5	.	2
CC(=O)NS(=O)(=O)c1ccc(NS(=O)(=O)c2ccccc2[N+](=O)[O-])cc1	5	-13	0	24	6	0	-8	14	16	-6
COc1cc(C)c(Br)cc1S(=O)(=O)N1CCCC1	2	-29	-3	9	-7	0	1	-6	2	1
Cc1ccc(NC(=O)CN(C)C(=O)c2cc(S(=O)(=O)N(C)C)ccc2N2CCCC2)cc1	.	.	9	-11	17	0	-1	-2	.	17

High-throughput results: PubChem BioAssay, several laboratories
